Assay outcomes: PubChem, Sanford-Burnham Center for Chemical Genomics
H9c2 TAG inh = inhibitors of triacylglycerol accumulation; H9c2 cells, Nile Red lipid (TAG) fluorescence; cells loaded with 200 µM oleic acid; inhibition, % at 12.5 µM; 230,000 tested, 0.66% active; AID 651582;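 active = pattern-corrected inhibition of lipid staining of at least 50% with the nuclear-stain viability signal not falling by more than 50%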;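 note: 0% = DMSO wells and 100% = triacsin C control wells; some results filed as inactive read as strong as hits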
H9c2 TAG inh DAPI viability = second read-out of H9c2 TAG inh, no call of its own (marks repeat the call); DAPI nuclei signal change (viability), lower = more cytotoxic, %;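 whole-well DAPI fluorescence read on a plate reader as a viability signal; minus 50 percent equals half of cells still viable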
* marks the source's active call; other numbers are inactive results.

SMILES | H9c2 TAG inh | H9c2 TAG inh DAPI viability
CCCSc1ccc([C@@H]2[C@H]3C(=O)N(CC)C(=O)[C@H]3[C@]3(C(=O)OC)CCCN23)cc1OC | 9 | -1
CCn1c(C)nc2cc(C(=O)NNC(=S)Nc3ccc(F)cc3)ccc21 | 15 | -3
COc1cc(OC)cc(-c2c(C#Cc3ccsc3)c3cc(-c4ccc(CN5CCOCC5)cc4)ccc3n2C)c1 | 26 | 155
Cc1ccc(C(=O)N2CCOCC2)c(F)c1F | -25 | -2
COC(=O)c1ccccc1NC(=O)CSc1nc2ccccc2c(=O)[nH]1 | -1 | -4
COc1ccc(C(=O)CSc2nnc(-c3cccs3)n2-c2ccccc2)cc1 | -4 | 0
Cc1cccc(C(=O)NNC(=S)NC(=O)c2ccccc2)c1 | 7 | -2
O=C(COc1ccc(S(=O)(=O)N2CCOCC2)cc1)NC1CCCCC1 | 4 | 1
CC12CC3CC(C)(C1)CC(NCc1ccncc1)(C3)C2 | 19 | -20
CCOc1ccc(NC(=O)COc2cccc3c2CCN(Cc2cccnc2)C3=O)cc1 | -8 | 5
COc1cccc(CNC(=O)c2ccc3c(c2)N(C)CCS3)c1OC | 5 | 13
CCOC(=O)C1CCCN(C(=O)c2ccc3ccccc3c2)CC1 (configuration not stated) | -10 | -3
CCOC(=O)C1=C(C)NC(C)=C(C(=O)OCC)C1C(=O)OCC(=O)NC | -8 | 6
CC1=C(C(=O)NC2CCCC(C)C2C)C2(CCCCC2)OC1=O (configuration not stated) | -4 | 8
CC1C/C(=N\NC(=O)c2ccc([N+](=O)[O-])cc2)CC(C)(C)C1 (configuration not stated) | 3 | -2
COc1ccc(Cl)cc1NC(=O)c1c(-c2ccccc2)noc1C | -5 | 20
NNC(=O)CC12CC3CC(C1)CC(n1ncnn1)(C3)C2 | -8 | 4
COc1ccccc1CNC(=O)/C=C/c1ccc(Br)o1 | 51* | -39*
O=C(CN1C2CCCC1CC(NC(=O)c1ccco1)C2)Nc1ccccc1C(F)(F)F (configuration not stated) | -3 | -4
Cc1ccccc1C1NC(c2ccccc2C)C([N+](=O)[O-])C(C)(C)C1[N+](=O)[O-] (configuration not stated) | -11 | 9
CN(C(=O)c1sc2nc(N3CCOCC3)c3c(c2c1N)CCCC3)c1ccccc1 | 7 | 19
COc1ccc([C@H]2CC(=O)C=C(c3ccc(C(=O)O)cc3)C2)cc1OC | 10 | 1
O=C(CSc1ncnc2sc3c(c12)CCCC3)NC1CCS(=O)(=O)C1 (configuration not stated) | -4 | -7
Cc1cc(Cl)c(S(=O)(=O)Nc2ccc3c(c2)OCCO3)cc1OCC(N)=O | 12 | -6
COc1ccc(/C=C/c2c(-c3ccccc3OC)sc3ccccc23)cc1OC | -16 | 54

Additional entries.
SMILES | H9c2 TAG inh | H9c2 TAG inh DAPI viability
CCC(C(=O)Nc1ccc(S(=O)(=O)N(C)C2CCN(C)CC2)cc1)c1ccccc1 (configuration not stated) | -1 | 3
O=C1/C(=C\c2ccccc2)CCC/C1=C/c1ccccc1 | -2 | -3
Nc1c(C(=O)Nc2ccc(Br)cc2)sc2nc(N3CCOCC3)c3c(c12)CCCC3 | 27 | 53
CC(C)Oc1cccc(C(=O)C2CCCN(Cc3cccn3-c3ccccn3)C2)c1 (configuration not stated) | -2 | 12
COc1ccc(S(=O)(=O)N2CCOCC2)cc1NC(=O)CCCOc1ccc(C(C)=O)cc1 | 4 | -2
Cc1nc(-c2ccc(F)cc2)c(CC(=O)N(C)CC(=O)Nc2ccccc2Cl)s1 | 26 | -5
Cc1cc(C)cc(OCC(=O)OC(C)C(=O)Nc2c(C)n(C)n(-c3ccccc3)c2=O)c1 (configuration not stated) | 28 | -9
CN(C(=S)NC(=O)c1ccc(Cl)cc1)C1CCCCC1 | -27 | 10
CC1CCN(C(=O)c2ccc(-c3ccccc3Cl)o2)CC1 | 1 | -1
Cc1noc(C)c1Cc1c(Cl)cccc1Cl | 7 | -2
CN(C)c1ccc(/C=C2\SC(=S)N(Nc3ncc(C(F)(F)F)cc3Cl)C2=O)cc1 | -137 | -8
O=C(CCC1CCCC1)NCCCN1CCOCC1 | -10 | 7
Cc1cccc(NC(=S)NCc2ccc3c(c2)OCO3)c1 | -5 | 7
C=CCNC(=S)Nc1ccc(F)cc1F | -1 | 2
CCS(=O)(=O)N1CCN(C(=O)c2cccc3ccccc23)CC1 | -1 | 2
CCC1CCCCN1C(=O)CSc1nc2c(c(=O)n(C)c(=O)n2C)n1C (configuration not stated) | 9 | -6
CCOC(=O)c1cc2c(C(F)(F)F)cc(-c3ccccc3)nc2o1 | 5 | 14
O=C(CSc1nnc(-c2cccs2)n1-c1ccccc1)N1CCOCC1 | 8 | 2
O=C1/C(=C/c2coc3ccc(O)cc3c2=O)SC(=S)N1c1ccccc1 | 7 | -11
Nn1c(SCC(=O)Nc2ccc(N3CCOCC3)cc2)nnc1-c1cccc(F)c1 | 18 | -6
COc1cccc(CN2CCNC(=O)C2CC(=O)N(C)Cc2cnccn2)c1OC (configuration not stated) | 12 | -11
Cc1ccc(S(=O)(=O)N2CCCCC2)cc1NC(=O)CSc1nnc(C2CC2)n1C | -6 | 8
Nc1nc(COC(=O)C2CCN(C(=O)c3ccc(Cl)cc3)CC2)nc(Nc2ccccc2)n1 | 1 | -1
Cc1c(-c2ccccc2)oc2c(C(=O)OCC(=O)Nc3cccc(F)c3)cccc2c1=O | 0 | 16
N=c1c2c3c(sc2nc2n1CCCCC2)CCCC3 | 1 | 10

Some of the entries above, reformatted.
Second line of a record – H9c2 TAG inh	H9c2 TAG inh DAPI viability
CCC(C(=O)Nc1ccc(S(=O)(=O)N(C)C2CCN(C)CC2)cc1)c1ccccc1 (configuration not stated)
→ -1	3
O=C1/C(=C\c2ccccc2)CCC/C1=C/c1ccccc1
→ -2	-3
Nc1c(C(=O)Nc2ccc(Br)cc2)sc2nc(N3CCOCC3)c3c(c12)CCCC3
→ 27	53
CC(C)Oc1cccc(C(=O)C2CCCN(Cc3cccn3-c3ccccn3)C2)c1 (configuration not stated)
→ -2	12
COc1ccc(S(=O)(=O)N2CCOCC2)cc1NC(=O)CCCOc1ccc(C(C)=O)cc1
→ 4	-2
Cc1nc(-c2ccc(F)cc2)c(CC(=O)N(C)CC(=O)Nc2ccccc2Cl)s1
→ 26	-5
Cc1cc(C)cc(OCC(=O)OC(C)C(=O)Nc2c(C)n(C)n(-c3ccccc3)c2=O)c1 (configuration not stated)
→ 28	-9
CN(C(=S)NC(=O)c1ccc(Cl)cc1)C1CCCCC1
→ -27	10
CC1CCN(C(=O)c2ccc(-c3ccccc3Cl)o2)CC1
→ 1	-1
Cc1noc(C)c1Cc1c(Cl)cccc1Cl
→ 7	-2
CN(C)c1ccc(/C=C2\SC(=S)N(Nc3ncc(C(F)(F)F)cc3Cl)C2=O)cc1
→ -137	-8
O=C(CCC1CCCC1)NCCCN1CCOCC1
→ -10	7
Cc1cccc(NC(=S)NCc2ccc3c(c2)OCO3)c1
→ -5	7
C=CCNC(=S)Nc1ccc(F)cc1F
→ -1	2
CCS(=O)(=O)N1CCN(C(=O)c2cccc3ccccc23)CC1
→ -1	2
CCC1CCCCN1C(=O)CSc1nc2c(c(=O)n(C)c(=O)n2C)n1C (configuration not stated)
→ 9	-6
CCOC(=O)c1cc2c(C(F)(F)F)cc(-c3ccccc3)nc2o1
→ 5	14
O=C(CSc1nnc(-c2cccs2)n1-c1ccccc1)N1CCOCC1
→ 8	2
O=C1/C(=C/c2coc3ccc(O)cc3c2=O)SC(=S)N1c1ccccc1
→ 7	-11
Nn1c(SCC(=O)Nc2ccc(N3CCOCC3)cc2)nnc1-c1cccc(F)c1
→ 18	-6
COc1cccc(CN2CCNC(=O)C2CC(=O)N(C)Cc2cnccn2)c1OC (configuration not stated)
→ 12	-11

No new results follow: 2 of the compounds above.
SMILES | H9c2 TAG inh | H9c2 TAG inh DAPI viability
Cc1c(-c2ccccc2)oc2c(C(=O)OCC(=O)Nc3cccc(F)c3)cccc2c1=O | 0 | 16
N=c1c2c3c(sc2nc2n1CCCCC2)CCCC3 | 1 | 10

Next results follow.
SMILES | H9c2 TAG inh | H9c2 TAG inh DAPI viability
COc1ccc2nc(NC(=O)c3c(C)noc3C)sc2c1 | 11 | 9
CCOc1cc(/C=C2\C(=O)NN(c3ccccc3)C2=O)cc([N+](=O)[O-])c1O | 1 | -11
CCn1c2ccccc2c2cc(NS(=O)(=O)c3ccccc3C)ccc21 | 24 | -7
CCc1nnc(NC(=O)CSc2ccc(-c3ccc(-n4cccn4)cc3)nn2)s1 | 18 | -5
CC(=NCCc1c(C)[nH]c2ccc(OC(F)(F)F)cc12)C1=C(O)CC(c2ccccc2)CC1=O (configuration not stated) | 27 | -25
CCOc1cccc(-c2nnc(SCC(=O)Nc3cc(C)ccc3OC)n2N)c1 | 30 | 10
CCOC(=O)c1cnc(SC2CC(=O)N(c3ccccc3)C2=O)nc1N (configuration not stated) | -6 | 1
O=C1C(O)CCN1Cc1ccccc1 (configuration not stated) | 1 | 2
CN1CCN(C(=S)NC(=O)c2cccc([N+](=O)[O-])c2)CC1 | 10 | 8
Cc1ccc(/C=N/NC(=O)CSc2nc3ccccc3n2Cc2ccccc2)o1 | 7 | 4
O=C(COC(=O)CCC(=O)c1cccs1)NC1CCCCC1 | -7 | -5
CC/C(=N\NC(=O)OC)c1ccc(OC(F)F)cc1 | -4 | 18
CC(=O)Nc1ccc2nc(C)n(Cc3ccc(Cl)cc3)c(=O)c2c1 | 14 | 0
O=C(NCc1ccco1)c1ccc2c(c1)C(=O)N(Cc1ccccc1)C2=O | -2 | 14
Cc1ccc(OCC(=O)OC(C)C(=O)NC2CCCCC2C)cc1C (configuration not stated) | 27 | -2
COc1ccc(N2CCN(Cc3nc4sc(C)c(C)c4c(=O)[nH]3)CC2)cc1 | 13 | -10
Cc1cc(C)cc(C(=O)NCC(=O)OCC(=O)NCC(F)(F)F)c1 | -9 | 6
O=C(CC(Cc1ccccc1)C(=O)O)NCCc1ccc2c(c1)OCO2 (configuration not stated) | -14 | -1
O=C(Nc1ccc([N+](=O)[O-])cc1)Nc1nc(-c2ccc(Cl)s2)cs1 | 20 | -29
Cc1ccc(S(=O)(=O)NC(=O)C2(C)CCN2C(=O)C2(c3ccc(Cl)cc3)CC2)nc1 (configuration not stated) | 2 | 1
CCc1noc(C)c1C(=O)N1CC(C)SC1=Nc1ccc(Cl)cc1 (configuration not stated) | 7 | 9
COC(=O)C(C)Sc1ccc2nnc(CCNS(=O)(=O)c3ccccc3)n2n1 (configuration not stated) | 5 | -4
COc1ccc(-c2ccnc3ncnn23)cc1 | 0 | 22
Cc1cccc(NC(=O)COC(=O)CCc2ccc(S(=O)(=O)N3CCOCC3)cc2)c1C | 29 | -8
CCCS(=O)(=O)NC(=O)C1(C)CCN(C(=O)c2ccc(C#N)cc2)C1 (configuration not stated) | -6 | -1

(further entries)
SMILES | H9c2 TAG inh | H9c2 TAG inh DAPI viability
Cc1ccccc1C(=O)OC(C)C(=O)NCc1ccc2c(c1)OCO2 (configuration not stated) | 0 | 6
Cc1cc(C)nc(/N=C(\N)Nc2ccc3c(c2)OCCO3)n1 | 11 | -21
CC(=O)Nc1ccc(NC(=O)COC(=O)c2n[nH]c3ccccc23)cc1 | 1 | 6
O=C(CCOc1ccc(F)cc1)Nc1nccs1 | 10 | -9
COc1cc2c(cc1NC(=S)Nc1ccccc1C)oc1ccccc12 | 12 | 15
COC(=O)c1c(-c2ccc(OC)cc2)oc2ccc(-c3cc(OC)c(OC)c(OC)c3)cc12 | -62 | 188
NCCCCc1ccc2ccc3cccc4ccc1c2c34 | 9 | 119
N#Cc1cccc(Oc2ccc(S(=O)(=O)N3CCCC3)cn2)c1 | 6 | 7
Cc1cccc(C#CC2=CC(=O)CC(C)(C)C2)c1 | 0 | 1
CCN1CCN(c2c(Cl)cccc2NC(=O)c2ccc(Br)o2)CC1 | 6 | -5
COc1ccc2nc(NC(=O)CN3CCN(C)CC3)sc2c1 | 12 | 11
COC(=O)c1ccc(-c2cc(C(=O)O)c3cc4c(cc3n2)OCCO4)cc1 | -5 | 13
CN(C)c1ccc(Sc2ccc3nc(N)nc(N)c3c2)cc1 | -57 | 6
CC1(OC(=O)CCc2ccccc2)C(=O)C=C2C=C(c3ccc(C#N)cc3)N(CCN3CCOCC3)C=C2C1=O (configuration not stated) | 12 | 2
O=C1CCCc2ccccc2N1Cc1ccc(F)cc1 | -18 | -3
CCOc1ccc(-c2cc(C(=O)NCCOC)[nH]n2)c(C)c1 | -5 | 17
O=C(COC(=O)CC1CC2CCC1C2)Nc1ccccc1[N+](=O)[O-] (configuration not stated) | -1 | 0
COc1ccc2c(c1OC)C(=O)OC2Nc1nc(-c2cccc([N+](=O)[O-])c2)cs1 (configuration not stated) | 10 | 1
Cc1ccc(S(=O)(=O)N2CCN(C)CC2)cc1C(=O)NC1CCCCC1 | 13 | -1
CCc1ccc(NC(=O)/C(C#N)=C/c2cn(CC(=O)O)c3ccccc23)cc1 | 6 | -11
COc1cc(OC)cc(C(=O)NC(C(=O)NCCN(C)C)C23CC4CC(CC(C4)C2)C3)c1 (configuration not stated) | 34 | 0
Cn1c(=O)c2cn(-c3cccc4ccccc34)cc2n(C)c1=O | -38 | -6
O=C(OCc1cc(=O)n2c(n1)sc1ccccc12)c1ccc(O)cc1O | 14 | -3
COc1cc(OC)cc(-c2nnc(SCC(=O)N3CCOCC3)o2)c1 | 7 | 5
CCOC(=O)C1(Cc2ccccc2)CCCN(S(=O)(=O)N(C)C)C1 (configuration not stated) | -6 | -5
O=C(Nc1nnc(Cc2ccc([N+](=O)[O-])cc2)s1)c1ccc2c(c1)OCO2 | 4 | 7
O=C(CCC1CCN(Cc2nccs2)CC1)Nc1ccccc1 | -14 | -5
CC(=C\c1ccccc1)/C=C1/SC(=O)N(CCCC(=O)Nc2ccc(C(=O)O)cc2)C1=O | -7 | 0

These rows are one share of the data. The share of hits here may be higher or lower than overall.
